MCF10A rerep – inducers of DNA re-replication in MCF 10A breast cells. AID 624296. Potency, µM (titrated, usually from 46.1 µM), for inactives: at the highest dose activity, positive = re-replication, actives largely listed as activators. MCF 10A DNA re-replication, Hoechst nuclear intensity, 48 h. 2.9% of 350,000 active; note: potency is the fitted concentration of half-maximal effect; % of control where 0% means no effect; nearly all actives have a fitted effect of over 50% in size
HT1080-NT tox – kills 2HG-producing HT-1080-NT fibrosarcoma cells | AID 686970 | Potency, µM (top dose mostly 46.1 µM), for the others: at the top dose activity, negative = less viability, usual class: cytotoxic | 1.6% of 360,000 active | HT-1080-NT fibrosarcoma viability, CellTiter-Glo ATP luminescence, 48 h;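 note: NT is the 2HG producing partner of a matched IDH1 knockdown line; potency is the fitted concentration of half-maximal effect; 0% = DMSO-treated cells and -100% = media-only wells without cells; nearly all actives have a fitted effect of over 55% in size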
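HT-1080-NT fibrosarcoma cells (2HG-overproducing), 750 cells/well in RPMI with 5% FBS, dosed after 2 h and incubated 48 h at 37C. CellTiter-Glo luminescence normalized to DMSO and no-cell wells; concentration-response curves fitted and classed.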
IL-1B inflam inh – inflammasome signaling inhibition, IL-1 beta readout | AID 743279 | activity change, % at 57.5 µM | THP-1 LPS/ATP IL-1B secretion, AlphaLISA, 16 h; active compounds read low | 4.7% of 360,000 active; in the data active = activity change below about -50%; inconclusive = mostly about -30% to -49%; note: % is set by controls: 0 for no effect and ±100 for the full control effect
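THP-1 cells pretreated 1 hr with compounds (up to 57.5 uM final), then stimulated with LPS (250 ng/mL final) plus ATP (1.25 mM final); secreted IL-1B measured by AlphaLISA after 16 hr, decreased signal indicating inhibition.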
ATXN viability – viability counter-screen for ATXN expression inhibitors | Potency, µM (highest dose often 56.7 µM), most hits filed as cytotoxic | 0.49% of 400,000 active | AID 651635 | S2 cells (HEK-293 line with an ATXN2-luciferase reporter) viability, CellTiter-Fluor protease fluorescence, 24 h; note: potency is the fitted concentration of half-maximal effect; nearly all actives have a fitted effect of over 40% in size
KB-3-1 cytotox – kills parental KB-3-1 adenocarcinoma cells. KB-3-1 viability, CellTiter-Glo ATP luminescence, 72 h. Potency, µM (highest dose often 46.1 µM), inactives show at the top dose activity change, negative = cytotoxic, most hits filed as cytotoxic. 1.4% of 400,000 active; note: potency is the fitted concentration of half-maximal effect; % is set by controls: 0 for no effect and ±100 for the full control effect; nearly all actives have a fitted effect of over 60% in size
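Multi-concentration cytotoxicity screen in KB-3-1 cells grown in DMEM lacking phenol red with 10% FBS. After 72 h at 37 °C with compound, ATP-dependent luminescence was recorded.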
ATXN2 expr inh – reduces ATXN2 reporter expression in HEK-293 cells; Potency, µM (top dose mostly 57 µM), for inactives: at the top dose activity change, negative = inhibition, usual class: inhibitors; HEK-293 ATXN2-luciferase reporter, luminescence, 24 h; 0.72% of 360,000 active; note: potency is the fitted concentration of half-maximal effect; % is set by controls: 0 for no effect and ±100 for the full control effect; nearly all actives have a fitted effect of over 55% in size
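ATXN2-luciferase reporter cells (luciferase flanked by upstream and downstream ATXN2 gene portions) were treated 24 h at 37 °C with compounds at up to 57 uM. SteadyGlo luminescence gave expression; GF-AFC fluorescence gave viability.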
HT1080 IDH1KD tx – HT-1080 IDH1 knockdown cell toxicity (counter line); HT-1080 IDH1 knockdown viability, ATP luminescence, 48 h; Potency, µM (top dose mostly 46.1 µM), inactives show at the top dose activity, negative = toxicity, most hits filed as cytotoxic; 2% of 360,000 active; AID 686971;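 note: potency is the fitted concentration of half-maximal effect; 0% = DMSO wells and -100% = cell-free medium wells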
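% activity derives from luminescence (CellTiter-Glo), normalised to DMSO and no-cell wells. HT-1080-IDH1KD cells, 750/well, had 48 h compound exposure at 37 °C.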
SW480 rereplic – DNA re-replication induction in SW480 cells | SW480 DNA re-replication, Hoechst DNA content imaging, 48 h | Potency, µM (doses to about 46.1 µM), for inactives: at the highest dose re-replication activation, actives largely listed as activators | 1.8% of 340,000 active; note: potency is the fitted concentration of half-maximal effect; % of control where 0% means no effect; nearly all actives have a fitted effect of over 55% in size
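Compounds, transferred as 23 nL by pin tool, were incubated with cells for 48 hr; DNA content per nucleus was then quantified by Hoechst staining and fluorescence plate imaging.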
HepG2 tox – HepG2 cytotoxicity, counter-screen for TGF-b inhibitors; HepG2 CAGA-GFP viability, ATP luminescence, 18 h; 0.76% of 410,000 active; Potency, µM (titrated, usually from 46.1 µM), without a hit: at the highest dose activity change, negative = cytotoxicity, actives largely listed as cytotoxic; note: potency is the fitted concentration of half-maximal effect; some results filed as inactive show a strong effect at the top dose
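CellTiter-Glo luminescence gave cytotoxicity after 18 hours at 37 degrees C. The cells were HepG2 CAGA-GFP in 1% FBS DMEM, stimulated with 500 pg/mL TGF-beta after compound addition. %Activity was normalised to no-cell wells (complete cell-killing) and DMSO (no toxicity), and curves were fitted and classified.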
Starred values were filed as active, the others as inactive; & = joins results of further samples; [ ] = dose if it differs, or a comment. Unless noted, calls come from the whole dose curve; as a rule, active = well fitted curve in the direction sought with a large enough effect; inconclusive = small, poorly fitted or top-dose-only effect, or another doubt; inactive = no such curve, though single readings can be large; an effect the other way counts as inactive or inconclusive.

For COc1ccc(-c2nnc(NC(=O)C3=COCCO3)o2)cc1 the results were MCF10A rerep -6.0%, HT1080-NT tox 3.9%, IL-1B inflam inh -0.9, ATXN viability inactive, KB-3-1 cytotox 2.0%, ATXN2 expr inh 6.4%, HT1080 IDH1KD tx 2.0%, SW480 rereplic -8.5% and HepG2 tox -2.3%.
Screening C=CCN1C=CC(=O)[C@@H](OC(=O)Nc2ccc(Br)cc2)[C@H]1c1ccccc1Br returned MCF10A rerep inconclusive, HT1080-NT tox inconclusive, IL-1B inflam inh -20.3, ATXN viability inactive, KB-3-1 cytotox 0.0%, ATXN2 expr inh inconclusive, HT1080 IDH1KD tx inconclusive, SW480 rereplic -5.3% and HepG2 tox -38.6%.
For CC1CCCCC1NC(=O)C1CCC(CNS(=O)(=O)c2cccc3cccnc23)CC1 (stereo not given) the results were MCF10A rerep inconclusive, HT1080-NT tox -0.5%, IL-1B inflam inh 35.0, ATXN viability inactive, KB-3-1 cytotox 1.6%, HT1080 IDH1KD tx 7.5%, SW480 rereplic -7.3% and HepG2 tox 13.8%.
COc1ccc(NC(=O)C(=O)NNC(=O)COc2ccc(OC)cc2)cc1 was read as MCF10A rerep inconclusive, HT1080-NT tox -12.9%, IL-1B inflam inh 4.7, ATXN viability inactive, KB-3-1 cytotox 20.8%, ATXN2 expr inh 0.4%, HT1080 IDH1KD tx -4.2%, SW480 rereplic 4.9% and HepG2 tox -0.5%.
CCN1CCN(c2ncc3c(n2)CCN(Cc2cc(Br)cs2)C3)CC1 was read as ATXN viability inactive, KB-3-1 cytotox -6.7%, ATXN2 expr inh -11.7% and HepG2 tox -10.8%.
For Cc1cc(C)nc(NC(=S)NC(=O)c2ccccc2F)n1 the results were MCF10A rerep -11.2%, HT1080-NT tox 6.2%, ATXN viability inactive, KB-3-1 cytotox -3.3%, ATXN2 expr inh -24.2%, HT1080 IDH1KD tx 27.4%, SW480 rereplic -52.8%[inhibitor] and HepG2 tox 25.4%.
Screening O=C(NC1CCCC1)C(c1ccncc1)N(C(=O)c1csnn1)c1ccccc1F (stereo not given) returned MCF10A rerep -0.1%, HT1080-NT tox 20.8%, IL-1B inflam inh -1.6, ATXN viability inactive, KB-3-1 cytotox 3.4%, ATXN2 expr inh 24.5%, HT1080 IDH1KD tx 7.0%, SW480 rereplic -14.4% and HepG2 tox -4.7%.
O=C(Cn1cccc1C(=O)c1ccccc1)NCc1ccc(Cl)cc1 was read as MCF10A rerep inconclusive, HT1080-NT tox 4.7%, IL-1B inflam inh 37.1, ATXN viability inactive, KB-3-1 cytotox 7.1%, ATXN2 expr inh -2.8%, HT1080 IDH1KD tx 0.1%, SW480 rereplic -6.5% and HepG2 tox -9.8%&-14.9%.
Screening COc1ccc(NC(=O)C(CC(C)C)NS(=O)(=O)c2ccc3c(c2)CCN3C(C)=O)cc1OC (stereo not given) returned MCF10A rerep 21.4%, HT1080-NT tox 7.2%, IL-1B inflam inh 4.4, ATXN viability inactive, KB-3-1 cytotox 11.2%, ATXN2 expr inh 30.0%, HT1080 IDH1KD tx 7.7%, SW480 rereplic 4.2% and HepG2 tox 1.3%.
For O=C(CCC1N=C2c3ccccc3N=C(SCC(=O)Nc3ccccc3F)N2C1=O)NCc1cccs1 (stereo not given) the results were ATXN viability inconclusive, KB-3-1 cytotox -1.1%, ATXN2 expr inh 15.2% and HepG2 tox 2.2%.
Screening CC(C)Cn1c(=O)c(CCC(=O)Nc2ccc(N3CCOCC3)cc2)nc2cc(Cl)ccc21 returned MCF10A rerep -34.6%, HT1080-NT tox 10.1%, IL-1B inflam inh -3.7, ATXN viability inconclusive, KB-3-1 cytotox -12.4%, ATXN2 expr inh 0.0%, HT1080 IDH1KD tx -0.3%, SW480 rereplic -9.3% and HepG2 tox 4.5%.
Screening COc1cccc(N(CC(=O)Nc2cccc(C(C)=O)c2)S(C)(=O)=O)c1 returned MCF10A rerep -2.0%, HT1080-NT tox 5.0%, IL-1B inflam inh -7.2, ATXN viability inactive, KB-3-1 cytotox 18.4%, ATXN2 expr inh 1.3%, HT1080 IDH1KD tx 2.7%, SW480 rereplic -0.1%[9.22 µM] and HepG2 tox -1.9%.
Screening CSc1nc(N)nc2c1ncn2C1OC(CO)C(O)C1O (stereo not given) returned MCF10A rerep 1.4%, HT1080-NT tox 2.2%, IL-1B inflam inh 9.3, ATXN viability inactive, KB-3-1 cytotox 2.4%, ATXN2 expr inh -2.3%, HT1080 IDH1KD tx -6.1%, SW480 rereplic -5.4% and HepG2 tox -5.3%.
`C=CCc1cc(Cl)ccc1OCCOCCN(C)C` gave MCF10A rerep inconclusive, HT1080-NT tox inconclusive, IL-1B inflam inh inconclusive, ATXN viability inactive, KB-3-1 cytotox -2.5%, ATXN2 expr inh -9.5%, HT1080 IDH1KD tx inconclusive, SW480 rereplic 4.3% and HepG2 tox 2.5%.
`Brc1c(C[n+]2ccccc2)nc2ccccn12` gave MCF10A rerep 0.8%, HT1080-NT tox 4.8%, IL-1B inflam inh 22.4, ATXN viability inactive, KB-3-1 cytotox 0.8%, ATXN2 expr inh -3.4%, HT1080 IDH1KD tx 12.1%, SW480 rereplic 2.6% and HepG2 tox -2.0%.
COc1ccc(S(=O)(=O)NCc2cccnc2)cc1C(=O)Nc1ccccc1 was read as MCF10A rerep 15.5%, HT1080-NT tox 2.8%, IL-1B inflam inh 2.9, ATXN viability inactive, KB-3-1 cytotox -6.7%, ATXN2 expr inh 7.6%, HT1080 IDH1KD tx 4.5%, SW480 rereplic 1.3% and HepG2 tox 2.1%.
Screening COc1cccc(-c2oc3c(c2C(=O)OCCN(C)C)C(O)CCC3)c1 (stereo not given) returned HT1080-NT tox -16.9%, IL-1B inflam inh 15.7, ATXN viability inactive, KB-3-1 cytotox 11.9%, ATXN2 expr inh 4.5% and HT1080 IDH1KD tx 12.3%.
CCCCN1C(=O)C(CC(=O)NCCN2CCOCC2)CC(C(=O)N(CC)CC)=C1C (stereo not given) was read as HT1080-NT tox 6.7%, IL-1B inflam inh 5.1, ATXN viability inactive, KB-3-1 cytotox 18.7%, ATXN2 expr inh -0.3%, HT1080 IDH1KD tx 13.7% and HepG2 tox 1.2%.
`COC(=O)[C@@H](NS(=O)(=O)c1cc(Br)ccc1Br)C(C)C` gave HT1080-NT tox 0.1%, IL-1B inflam inh 25.2, ATXN viability inactive, KB-3-1 cytotox 2.4%, ATXN2 expr inh 4.2%, HT1080 IDH1KD tx 2.9% and HepG2 tox 3.4%.
`CCOC(=O)C1CCN(Cc2ccc(C(=O)OC)cc2)CC1` gave MCF10A rerep 7.4%, HT1080-NT tox 13.7%, IL-1B inflam inh -10.5, ATXN viability inactive, KB-3-1 cytotox 20.0%, ATXN2 expr inh -7.4%, HT1080 IDH1KD tx 25.4%, SW480 rereplic -12.7% and HepG2 tox -14.1%.
`CCOC(=O)c1ccc(NC(=O)c2ccc[n+]([O-])c2)cc1` gave MCF10A rerep -0.6%, HT1080-NT tox -0.1%, IL-1B inflam inh 4.9, ATXN viability inactive, KB-3-1 cytotox 9.0%, ATXN2 expr inh 9.9%, HT1080 IDH1KD tx 9.8%, SW480 rereplic -2.3% and HepG2 tox -1.3%.
Screening O=C(c1ccco1)N1CCN(C(=O)c2cc3sccc3n2Cc2ccccc2)CC1 returned MCF10A rerep -6.2%, HT1080-NT tox -21.8%, IL-1B inflam inh -15.5, ATXN viability inactive, KB-3-1 cytotox inconclusive, ATXN2 expr inh -13.2%, HT1080 IDH1KD tx inconclusive, SW480 rereplic -2.2% and HepG2 tox -28.7%.
CCN(C(C)=O)c1nc(CSc2nnc(NC(C)C)s2)cs1 was read as MCF10A rerep 2.7%, HT1080-NT tox 11.8%, IL-1B inflam inh 5.7, ATXN viability inactive, KB-3-1 cytotox -7.1%, ATXN2 expr inh -1.7%, HT1080 IDH1KD tx 7.5%, SW480 rereplic -1.4% and HepG2 tox 1.2%.
CCOc1ccc(C(=O)N2CCN(c3ccccn3)CC2)cc1 was read as MCF10A rerep -0.9%, HT1080-NT tox 8.1%, IL-1B inflam inh -4.4, ATXN viability inactive, KB-3-1 cytotox -11.5%, ATXN2 expr inh 8.5%, HT1080 IDH1KD tx 8.5%, SW480 rereplic -50.8%[inhibitor] and HepG2 tox 6.7%.
Cc1ccc(S(=O)(=O)Cc2nc(-c3ccc(C(=O)NCc4ccccc4C)cc3)oc2C)cc1 was read as ATXN viability inactive, KB-3-1 cytotox 12.7%, ATXN2 expr inh -3.0% and HepG2 tox 7.4%.
`C#CCNc1ccc(C(=O)OCC)cc1` gave MCF10A rerep 8.7%, HT1080-NT tox -2.3%, IL-1B inflam inh -0.8, ATXN viability inactive, KB-3-1 cytotox 6.7%, HT1080 IDH1KD tx 3.1%, SW480 rereplic 4.3% and HepG2 tox -8.5%.
Screening CCOc1ccc(C(=O)OCC(=O)N2CCOCC2)cc1OCC returned MCF10A rerep -3.6%, HT1080-NT tox -1.1%, IL-1B inflam inh -4.4, ATXN viability inactive, KB-3-1 cytotox 0.5%, ATXN2 expr inh -1.1%, HT1080 IDH1KD tx 0.5%, SW480 rereplic -28.6% and HepG2 tox -9.0%.
Screening CCOC(=O)Cn1nnnc1CN(Cc1cccs1)Cc1cc2cc(C)cc(C)c2[nH]c1=O returned MCF10A rerep 9.4%, HT1080-NT tox 9.9%, IL-1B inflam inh 52.7, ATXN viability inactive, KB-3-1 cytotox 7.8%, ATXN2 expr inh -5.6%, HT1080 IDH1KD tx -4.3%, SW480 rereplic 9.4% and HepG2 tox -24.6%.
